Shn3 3UTR inh = Schnurri-3 reporter inhibition in Clone20 osteoblasts; Clone20 osteoblast Shn3 3'UTR firefly luciferase, 24 h; inhibition, % at 12.5 µM; hit rate 0.52% among 360,000;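 active = mean inhibition of at least 75% with every replicate also reaching 75%; inconclusive = mean inhibition at least 75% but some replicate below; inactive = mean inhibition below 75%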;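 note: 0% = median of neutral control wells and 100% = pilot-screen positive control compound; some compounds past the cut are filed as inactive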
NR2E3 ag-1 = activates human NR2E3 receptor | Q9Y5X4 | CHO-S Gal4-NCOR/VP16-NR2E3 two-hybrid, luciferase | inhibition of corepressor binding, % at 3.98 µM | hit rate 0.35% among 360,000 | AID 602229;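 active = inhibition above the mean of all tested compounds plus 3 SD, cut at about 70% in these data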;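 note: 0% = DMSO with NR2E3 transfected cells and 100% = cells lacking NR2E3 construct; higher means lower luciferase signal from less NR2E3 corepressor binding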
Target sequence (Q9Y5X4 whole entry, looked up, the tested form may be a part): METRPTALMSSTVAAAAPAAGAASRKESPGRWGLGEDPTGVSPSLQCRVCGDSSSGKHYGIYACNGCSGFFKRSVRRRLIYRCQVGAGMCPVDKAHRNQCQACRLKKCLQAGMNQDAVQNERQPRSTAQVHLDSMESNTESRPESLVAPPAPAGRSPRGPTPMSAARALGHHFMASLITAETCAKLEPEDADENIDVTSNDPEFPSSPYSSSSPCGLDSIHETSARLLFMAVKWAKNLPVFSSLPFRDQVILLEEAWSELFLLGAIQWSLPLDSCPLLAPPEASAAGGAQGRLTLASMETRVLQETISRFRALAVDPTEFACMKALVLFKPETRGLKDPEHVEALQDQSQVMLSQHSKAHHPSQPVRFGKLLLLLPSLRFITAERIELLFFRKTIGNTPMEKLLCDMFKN
CF NFkB inh = inhibitors of cystic fibrosis induced NF-kB | KKLEB NF-kB-GFP reporter, PAF-induced, GFP fluorescence overnight | inhibition, % at 5 µM | hit rate 0.86% among 360,000 | AID 588850;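 active = at least 50% inhibition at 5 µM, scaled per plate between neutral and stimulator controls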;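 note: PAF is a Pseudomonas aeruginosa culture filtrate used as stimulus; plate controls were PAF-stimulated DMSO wells for no effect and unstimulated DMSO wells for full effect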
HIF-2a block = inhibitors of HIF-2a; 786-0 RCC cells HIF-2a reporter, luciferase luminescence, overnight; inhibition, % at 18.8 µM; hit rate 0.72% among 360,000; AID 624352;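 active = inhibition of the luminescence signal of 40% or more relative to plate controls, in a single-dose primary screen at 18.75 µM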
TWEAK-Fn14 inh = inhibitors of TWEAK-Fn14 interaction signaling; inhibition, % at 10 µM; hit rate 2% among 360,000; TWEAK-stimulated Fn14 reporter cells, luciferase luminescence, 8 h; AID 1159606; in the data active = inhibition above about 50%
Peg3 prom inh = Peg3 promoter activity inhibition; HeLa PEG-Prom luciferase reporter, luminescence, overnight; inhibition, % at 20 µM; hit rate 1.7% among 360,000;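 active = inhibition of at least 50% at 20 µM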
KKLEB tox = reduces viability of KKLEB cystic fibrosis airway cells. activity change (cytotoxicity), % at 5 µM. KKLEB CF airway cells viability, ATPlite luminescence, overnight; hits give low values; cells stimulated with P. aeruginosa culture filtrate. hit rate 0.36% among 360,000. AID 602141;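 active = corrected activity change at or below -50% at 5 µM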
TROY NFkB inh = TROY signaling inhibition; Q293 LMP1-TROYcd NF-kB luciferase reporter, 4 h; inhibition, % at 10 µM; hit rate 0.98% among 360,000;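 active = compounds whose plate-normalised and pattern-corrected inhibition of the luciferase reporter signal at the single screening dose is 50% or more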
NR2E3 ag-2 = activates human photoreceptor nuclear receptor NR2E3; GST-NR2E3/biotin-RetCOR TR-FRET, 1536-well; AID 2300; inhibition of corepressor binding, % at 4.78 µM; Q9Y5X4; hit rate 0.12% among 320,000;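 active = percent inhibition above the cutoff of mean plus 3 SD of all tested compounds, set per screening campaign, cut at about 20% in these data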;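 note: 0% = DMSO wells and 100% = biotin wells as full block of FRET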
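System: GST-tagged NR2E3 plus biotinylated RetCOR corepressor; Buffer or medium: pH 7.5 Tris-based buffer; Probe or stimulus: RetCOR corepressor, biotinylated, 7 nM; Doses: compound at 4.8 µM, single dose; Schedule: 5 h incubation at 4 °C; Technique: time-resolved FRET; Evaluation: percent inhibition of TR-FRET ratio; Replication: one well per compound, singlicate testing.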
C8 TRAIL sens = sensitizes caspase-8 expressing cells to TRAIL; AID 624354; inhibition (viability loss, TRAIL sensitization), % at 10 µM; NB7+C8 cells + TRAIL, ATPlite viability luminescence; hit rate 1% among 360,000;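 active = compounds causing at least 50% loss of cell viability in the single-dose screen, relative to plate controls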
MITF TRPM1 inh = inhibitors of MITF-driven TRPM1 promoter in melanoma cells; inhibition, % at 12.5 µM; SK-MEL-5 TRPM1 promoter luciferase, 24 h; hit rate 0.83% among 330,000;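 active = mean inhibition across replicates of 60% or more, whatever share of single replicates reaches that level; inconclusive = some that reach 60%, reason not given; inactive = mean inhibition across replicates below 60%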; note: values of inactives mirror those of a sister screen read the other way
Numbers without * were called inactive; ? = inconclusive; . = no result given. This is a subset; the hit share may differ from the screen's.

no.	SMILES	Shn3 3UTR inh	NR2E3 ag-1	CF NFkB inh	HIF-2a block	TWEAK-Fn14 inh	Peg3 prom inh	KKLEB tox	TROY NFkB inh	NR2E3 ag-2	C8 TRAIL sens	MITF TRPM1 inh
1	CCOC(=O)N1CCC(c2cc(=O)n3[nH]c(C)c(-c4ccc(F)cc4)c3n2)CC1	-6	0	13	21	10	35	-25	10	5	12	-4
2	Cn1c(SCC(=O)NCc2ccco2)nnc1-c1ccc(S(=O)(=O)N2CCOCC2)cc1	13	-4	-10	13	-15	6	-2	-14	5	-12	5
3	O=C(CSc1nnc(Cc2ccccc2)c(=O)[nH]1)Nc1ccccc1	-4	-15	25	5	-17	1	-1	5	0	21	-9
4	CCOC(=O)C(=O)Nc1ccc([N+](=O)[O-])cc1OC	-11	2	1	16	2	11	-3	17	1	-1	12
5	NC(=O)c1cccnc1Oc1ccc(Cl)cc1	0	-3	8	-12	-10	-6	-2	1	5	7	3
6	CC(=O)NC(Cc1c[nH]c2ccccc12)C(=O)OCC(=O)N1CCN(S(=O)(=O)c2ccc(Cl)cc2)CC1 (stereo not given)	-8	-10	28	9	3	18	0	-5	.	-19	.
7	CN(CCC#N)CC(=O)Nc1ccc(NC(=O)CN(C)CCC#N)cc1	11	-1	14	2	-3	7	-11	-9	0	-9	15
8	COC(=O)C1=CNC=C(C(=O)OC)C1c1ccccc1Cl	4	-5	1	6	-3	11	7	6	-1	-32	10
9	CC(=O)Nc1ccc(NC(=O)C2CCN(C(=O)C3CC(=O)N(c4ccc(C)cc4)C3)CC2)cc1 (stereo not given)	-1	11	15	5	22	1	-8	-2	6	-19	5
10	Cc1ccc(C)c(C(=O)CN2Cc3ccccc3C2=O)c1	-29	-4	0	-92	1	-53	2	-43	2	17	-217
11	CCCCn1c(N)c(N(CCC(C)C)C(=O)c2ccccc2-n2cnnn2)c(=O)[nH]c1=O	23	-16	5	14	7	15	8	9	.	-6	12
12	O=C(c1ccc(OC2CCN(Cc3ccccc3O)CC2)cc1)N1CCCCC1	12	2	11	2	-14	-2	-15	-2	1	-5	-11
13	O=C(COc1ccccc1)Nc1nc(-c2ccc(S(=O)(=O)N3CCOCC3)cc2)cs1	23	28	4	18	49	24	-2	37	-1	21	12
14	Cc1cccc(Nc2ncnc3c2cnn3Cc2ccccc2)c1	4	-18	23	-3	-14	-3	-10	-8	0	3	6
15	c1ccc(Oc2ccc(-n3cnnn3)cc2)cc1	-1	-8	-10	-18	14	-6	-8	10	1	2	0
16	CC1(c2ccc(Cl)cc2)NC(=O)N(CC(=O)c2ccc3c(c2)OCO3)C1=O (stereo not given)	2	-12	6	4	-28	0	-4	-9	2	-74	2
17	COc1cc(NS(=O)(=O)c2ccc3c(c2)NC(=O)CO3)cc(OC)c1	2	-2	9	16	6	13	-1	12	5	7	4
18	N#Cc1c(-c2ccccc2)cc(-c2cccs2)nc1SCC(=O)O	13	44	-18	10	-3	0	2	22	-2	-9	3
19	Cc1ccc(S(=O)(=O)N(Cc2nccn2C)C(C)C)cc1	3	-15	-3	12	-6	9	0	-16	1	0	9
20	N=c1n(CC(=O)c2cccs2)c2ccccc2n1Cc1ccccc1	24	3	10	17	-10	15	-12	6	-4	22	10

A second format for six compounds above:
The line under a structure holds: Shn3 3UTR inh, NR2E3 ag-1, CF NFkB inh, HIF-2a block, TWEAK-Fn14 inh, Peg3 prom inh, KKLEB tox, TROY NFkB inh, NR2E3 ag-2, C8 TRAIL sens, MITF TRPM1 inh
[1] CCOC(=O)N1CCC(c2cc(=O)n3[nH]c(C)c(-c4ccc(F)cc4)c3n2)CC1
 : -6, 0, 13, 21, 10, 35, -25, 10, 5, 12, -4
[16] CC1(c2ccc(Cl)cc2)NC(=O)N(CC(=O)c2ccc3c(c2)OCO3)C1=O (stereo not given)
 : 2, -12, 6, 4, -28, 0, -4, -9, 2, -74, 2
[12] O=C(c1ccc(OC2CCN(Cc3ccccc3O)CC2)cc1)N1CCCCC1
 : 12, 2, 11, 2, -14, -2, -15, -2, 1, -5, -11
[6] CC(=O)NC(Cc1c[nH]c2ccccc12)C(=O)OCC(=O)N1CCN(S(=O)(=O)c2ccc(Cl)cc2)CC1 (stereo not given)
 : -8, -10, 28, 9, 3, 18, 0, -5, ., -19, .
[8] COC(=O)C1=CNC=C(C(=O)OC)C1c1ccccc1Cl
 : 4, -5, 1, 6, -3, 11, 7, 6, -1, -32, 10
[11] CCCCn1c(N)c(N(CCC(C)C)C(=O)c2ccccc2-n2cnnn2)c(=O)[nH]c1=O
 : 23, -16, 5, 14, 7, 15, 8, 9, ., -6, 12

Carrying on.
no.	SMILES	Shn3 3UTR inh	NR2E3 ag-1	CF NFkB inh	HIF-2a block	TWEAK-Fn14 inh	Peg3 prom inh	KKLEB tox	TROY NFkB inh	NR2E3 ag-2	C8 TRAIL sens	MITF TRPM1 inh
21	N#CCC(=O)Nc1nc(-c2ccc3c(c2)OCCO3)cs1	3	-48	-5	-169	-32	-97	0	20	0	4	-56
22	NC(=O)[C@@H]1CCCNc2c(F)cc([N+](=O)[O-])cc2C(=O)N[C@@H](CO)C(=O)NCC(=O)N1	-8	-24	20	6	-5	17	-11	-15	4	-2	3
23	Cc1ccc(CCNC(=O)C2CCC(=O)N2C2CCCC2)cc1 (stereo not given)	26	-13	-2	2	-11	9	8	6	6	-14	1
24	COc1cc(CCC(=O)Nc2ccc(Br)c(C(F)(F)F)c2)cc(OC)c1OC	2	0	6	13	-19	8	9	30	0	14	-2
25	CC(=O)C1C(c2ccc(Br)cc2)C2C(C)=NN=C2CC1(C)O (stereo not given)	-5	-33	2	20	25	6	7	10	0	-2	5
26	COc1cc(C2NC(=O)CCC2[N+](=O)[O-])cc(OC)c1OC (stereo not given)	0	0	12	13	26	-5	-1	-9	1	-13	.
27	CC(=O)Nc1ccc(S(=O)(=O)N2CCN(C)CC2)cc1	-1	4	-11	8	-15	5	16	0	-1	-12	4
28	COC(=O)c1ccc(N2CCC(c3cc(-c4ccc(OC)cc4)n[nH]3)CC2)c([N+](=O)[O-])c1	62	-6	0	27	25	9	6	9	-3	-25	5
29	CC(=O)c1ccccc1NC(=O)COC(=O)C1=NN(c2ccccc2)C(=O)CC1	8	11	10	2	-1	3	10	-3	.	1	-9
30	O=S(=O)(N1CCOCC1)N1CCCN(S(=O)(=O)N2CCOCC2)CC1	-12	-3	-5	12	-5	7	7	-6	-2	-2	1
31	O=C1N(c2cccc(Cl)c2)C(c2ccccc2)N2CCCN12 (stereo not given)	4	10	-9	25	4	19	9	-4	0	7	14
32	NC(=O)CN1C(=O)C(=O)N(Cc2ccccc2Cl)C1=O	7	-9	-6	1	2	11	-2	-9	-2	-3	4
33	CSCCC(NC(=O)C1CCC(C)CC1)C(=O)NCCN1CCC(C)CC1 (stereo not given)	1	-1	-7	14	1	3	13	10	-1	9	12
34	CC(C)C[C@H]1CN(CCCC[C@@H]2CNC(=O)C(=O)N2Cc2ccccc2)C(=O)C(=O)N1CCC1CCCCC1	.	-22	.	-7	7	.	.	-1	.	0	.
35	Cc1cccc(NC(=O)c2ccc(S(=O)(=O)N3CCOCC3)cc2)c1C	-6	-2	2	-2	15	2	5	-20	2	-5	-3
36	Cc1cc(C(=O)N/N=C/c2ccc([N+](=O)[O-])cc2)c2ccccc2n1	21	-34	-2	12	9	26	-7	29	4	20	30
37	COc1ccc(OCc2nnc(SCC(=O)Nc3ccccc3F)o2)cc1	-16	14	1	15	-3	19	-9	3	2	-13	2
38	Cc1cc(C)c2c(N=CN(C)C)c(C(=O)N3CCN(c4ncccn4)CC3)sc2n1	3	-11	6	1	-12	2	-5	-5	-3	2	-4
39	Cc1ccc(Sc2cnc3ccccc3n2)cc1	-105	-45	-10	-280	-7	-359	-3	-45	5	20	-78
40	O=C(NNC(=S)NC(=O)c1ccccc1Cl)c1cccc([N+](=O)[O-])c1	2	19	-10	14	2	7	8	15	-2	1	4
41	CC1=CC(=O)C(Sc2ccc(C)cc2)=CC1=O	60	17	80*	10	25	60*	-36	-41	.	-6	.
42	COc1ccc(C(=O)Nc2ccc(N3CCN(C)CC3)cc2)cc1	-72	-39	0	-220	14	-222	-6	-42	-2	6	-34
43	CC(NC(=O)c1cccc(F)c1)C(c1cccs1)N1CCN(C)CC1 (stereo not given)	4	-7	7	13	0	-11	8	9	-1	-16	0
44	COc1ccc(C(C(=O)NCc2ccccc2)N(Cc2ccco2)C(=O)c2snc(C(N)=O)c2N)cc1 (stereo not given)	15	20	30	14	20	46	12	21	5	22	.
45	O=C(CCN1C(=O)/C(=C/c2ccc(F)cc2)SC1=S)NCCc1ccc(O)cc1	-41	3	-6	13	-7	83*	0	1	4	-6	1
46	O=S(=O)(c1ccc(Cl)c(Cl)c1)c1snnc1-c1ccccc1	?	-29	56*	77*	78*	73*	-45	52*	.	27	88*
47	CC(C)N(C(=O)COC(=O)c1ccc(Cl)c(S(N)(=O)=O)c1)C(C)C	-3	17	-10	18	-3	4	-1	8	0	13	-5
48	CCN(CC(=O)NCc1cccs1)C(=O)c1cccc(S(=O)(=O)N2CC(C)OC(C)C2)c1 (stereo not given)	14	7	-22	10	12	12	11	5	.	-13	1
49	C[C@@H]1CN([C@@H](C)CO)C(=O)c2cc(Br)cnc2O[C@H]1CN(C)C(=O)Cc1cccnc1	1	-34	5	-4	-38	9	6	-20	.	-21	.
50	CC1=CNC(=O)CC(C)(C)C1	-4	-6	-9	8	10	-5	1	5	.	-7	.
51	O=C(c1ccc(F)cc1)c1cccc(C(=O)c2ccc(F)cc2)n1	8	20	20	12	0	4	-4	5	.	0	-7
52	CC1=CC(C)C(C[N+]2(C)CCCCC2)C(C)C1 (stereo not given)	-10	9	-3	18	-1	13	4	-4	-1	4	6
53	COC(=O)Cc1c(C)nc2nc(NCc3cccc([N+](=O)[O-])c3)[nH]n2c1=O	-4	-22	-14	14	5	4	-4	23	0	6	0
